MT1-MMP act inh = MT1-MMP (human) activation inhibition. P50281. HT1080 RFP-PRO-GFP cells, GFP/RFP ratio fluorescence, overnight; percent of plate control window, DMSO zero. GFP/RFP ratio change, % at 20 µM. 360,000 compounds, 0.061% hits;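 active = GFP/RFP ratio change of at least 30% with cell ATP level not reduced by more than half and red fluorescence within 50% of control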; note: strong numbers were not always called active
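Read-out: GFP/RFP fluorescence ratio; Test system: RFP-PRO-GFP reporter HT1080 cells; Compound dosing: single-point 20 µM compound, 1% DMSO; Times: overnight compound exposure at 37 °C.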
CSN deneddyl inh = inhibitors of human CSN-mediated cullin deneddylation | Q92905 | Purified CSN, SCF-Nedd8-OG deneddylation, fluorescence polarization | inhibition, % at 12.5 µM | 360,000 compounds, 0.38% hits | AID 651999;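 active = pattern-corrected inhibition above about 35%, with an unprinted fluorescence ratio check between 0.5 and 1.5, limit read from the data, passing the limit was not always enough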;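 note: 0% = enzyme with substrate and 100% = substrate without enzyme; some results filed as inactive read as strong as hits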
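Schedule: reaction 90 min, room temperature / Assay system: HEK293T-derived human Csn5 enzyme / Input: Csn5 at 0.24 nM final / Measure: inhibition of Csn5 cleavage, % / Control set: substrate-only high control, full reaction low control / Technique: fluorescence polarization of the substrate / Buffer or medium: Tris/NaCl/DTT buffer, pH 7.5 / Reagent: SCFSkp2-Nedd8OG substrate at 10 nM final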
Rin1 Abl inh = inhibitors of human Rin1-Abl protein interaction; AID 588664; TR-FRET Rin1/Abl binding, biochemical; 360,000 compounds, 0.4% hits; P00519+Q13671; inhibition, % at 7.35 µM; in the data active = inhibition above about 5%, passing the limit was not always enough
Target sequence (P00519 whole entry, looked up): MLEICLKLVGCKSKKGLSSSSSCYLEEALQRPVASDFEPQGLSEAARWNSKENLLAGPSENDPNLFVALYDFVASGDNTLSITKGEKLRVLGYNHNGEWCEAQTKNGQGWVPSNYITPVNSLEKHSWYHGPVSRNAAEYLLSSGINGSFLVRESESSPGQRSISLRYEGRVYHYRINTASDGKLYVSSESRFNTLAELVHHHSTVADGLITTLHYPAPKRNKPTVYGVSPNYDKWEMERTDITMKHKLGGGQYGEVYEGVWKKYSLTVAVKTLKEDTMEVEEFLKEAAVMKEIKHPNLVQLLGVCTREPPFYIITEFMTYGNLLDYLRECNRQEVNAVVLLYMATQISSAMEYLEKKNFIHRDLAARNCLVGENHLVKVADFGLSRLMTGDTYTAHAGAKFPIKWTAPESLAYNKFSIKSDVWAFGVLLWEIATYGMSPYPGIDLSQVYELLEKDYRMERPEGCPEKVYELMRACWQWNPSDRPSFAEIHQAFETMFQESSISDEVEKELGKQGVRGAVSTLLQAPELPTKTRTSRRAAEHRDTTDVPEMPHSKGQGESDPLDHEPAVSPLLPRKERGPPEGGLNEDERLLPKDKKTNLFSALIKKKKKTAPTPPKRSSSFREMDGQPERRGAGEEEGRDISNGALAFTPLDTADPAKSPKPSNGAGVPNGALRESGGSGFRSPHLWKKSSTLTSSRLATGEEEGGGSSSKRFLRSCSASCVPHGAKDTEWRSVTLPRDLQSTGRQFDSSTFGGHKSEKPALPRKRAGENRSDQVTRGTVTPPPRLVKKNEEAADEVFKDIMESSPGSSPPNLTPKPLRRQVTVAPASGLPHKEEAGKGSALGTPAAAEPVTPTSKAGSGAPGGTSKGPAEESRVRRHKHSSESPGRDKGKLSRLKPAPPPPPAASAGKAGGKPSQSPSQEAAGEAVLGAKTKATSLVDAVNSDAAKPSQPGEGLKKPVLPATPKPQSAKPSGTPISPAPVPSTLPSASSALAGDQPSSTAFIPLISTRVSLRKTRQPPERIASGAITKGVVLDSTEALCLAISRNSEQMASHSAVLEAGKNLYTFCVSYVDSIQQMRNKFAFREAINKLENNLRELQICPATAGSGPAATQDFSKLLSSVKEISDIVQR
Target sequence (Q13671 whole entry, looked up): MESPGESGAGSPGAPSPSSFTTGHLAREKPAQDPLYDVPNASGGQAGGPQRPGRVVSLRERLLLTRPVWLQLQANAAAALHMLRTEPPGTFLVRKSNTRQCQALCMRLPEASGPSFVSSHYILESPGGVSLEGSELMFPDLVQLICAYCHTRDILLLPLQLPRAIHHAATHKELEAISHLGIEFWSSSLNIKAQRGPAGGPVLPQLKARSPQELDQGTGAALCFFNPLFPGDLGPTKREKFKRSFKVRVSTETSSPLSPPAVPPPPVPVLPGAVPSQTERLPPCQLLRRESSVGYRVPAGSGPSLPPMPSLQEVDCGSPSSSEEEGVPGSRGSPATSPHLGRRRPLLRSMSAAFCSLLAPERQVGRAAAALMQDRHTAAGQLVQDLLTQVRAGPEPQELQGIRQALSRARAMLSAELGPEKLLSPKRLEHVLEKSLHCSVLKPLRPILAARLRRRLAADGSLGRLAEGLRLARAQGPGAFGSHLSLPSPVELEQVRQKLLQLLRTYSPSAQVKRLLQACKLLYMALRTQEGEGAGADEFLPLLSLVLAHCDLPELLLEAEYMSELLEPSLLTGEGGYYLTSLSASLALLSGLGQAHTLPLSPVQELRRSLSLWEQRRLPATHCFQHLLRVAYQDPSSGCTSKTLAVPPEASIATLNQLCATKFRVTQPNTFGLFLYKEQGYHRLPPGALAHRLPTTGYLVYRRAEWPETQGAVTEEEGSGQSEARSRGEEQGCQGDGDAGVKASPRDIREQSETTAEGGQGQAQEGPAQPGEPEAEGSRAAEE
FAS TE block = inhibitors of human fatty acid synthase thioesterase domain; P49327; 360,000 compounds, 0.67% hits; inhibition, % at 15 µM; recombinant FAS-TE, OMFH fluorogenic substrate, fluorescence endpoint; AID 602261;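 active = compounds whose normalised, plate-corrected inhibition of enzyme fluorescence in the single-dose primary screen is 50% or more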;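 note: 0% = DMSO with enzyme and 100% = substrate without enzyme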
bovine MsrA act = bovine methionine sulfoxide reductase A activation; purified bovine MsrA, absorbance read-out; activation, % at 10.6 µM; 360,000 compounds, 0.3% hits; in the data active = activation above about 7.5%;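 note: 0% = vehicle and 100% = reference activator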
eLon inh = inhibits E. coli Lon protease. purified E. coli Lon protease, fluorescence polarization. P0A9M0. inhibition, % at 7.94 µM. 360,000 compounds, 0.42% hits; in the data active = inhibition above about 13%, passing the limit was not always enough;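 note: 0% = enzyme with probe and DMSO and 100% = no enzyme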
PABP1 MLLE inh = blocks PAM2 peptide binding to the PABP1 MLLE domain; GST-MLLE / FITC-PAM2 fluorescence polarization; AID 588489; 360,000 compounds, 0.36% hits; inhibition, % at 20 µM; P11940; in the data active = inhibition above about 35%, passing the limit was not always enough;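 note: plate controls were DMSO wells with GST-MLLE for no effect and wells lacking GST-MLLE protein for full effect; some results filed as inactive read as strong as hits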
Rpn11 block = Rpn11 (human) deubiquitinase inhibition | calls only at 20 µM | human 26S proteasome, Ub4-pepOG fluorescence polarization; 20S core pre-blocked with epoxomicin | 360,000 compounds, 0.59% hits | AID 588493 | O00487;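 active = inhibition at 20 µM, scaled to each plate's controls, above about 33%, limit read from the data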
MsrA inh = inhibits bovine methionine sulfoxide reductase A; purified bovine MsrA, absorbance read-out; 360,000 compounds, 0.75% hits; inhibition, % at 15.5 µM; AID 651718; in the data active = inhibition above about 4.5%;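 note: 0% = vehicle wells with enzyme and 100% = reference inhibitor wells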
Active calls of the source: *; i = inactive; . = no result given.

Screens in order – MT1-MMP act inh, CSN deneddyl inh, Rin1 Abl inh, FAS TE block, bovine MsrA act, eLon inh, PABP1 MLLE inh, Rpn11 block, MsrA inh
1: O=C(CN1C(=O)NC2(CCCC2)C1=O)NCc1ccccc1
    2, -4, 0, -6, -2, -4, -3, i, 0.0
2: CCOc1ccccc1C(=O)NC(C(=O)N(C)Cc1ccc2c(c1)OCO2)C(C)C (stereo not given)
    -3, -2, -1, 7, 1, 1, -15, i, 0.2
3: COc1ccc2oc(C(=O)OCC(=O)N3CCN(c4ccccc4)CC3)c(C)c2c1
    1, -1, 2, 19, -3, -12, -2, i, 1.9
4: CCOC(=O)c1c[nH]c(=O)c(Br)c1O
    4, 0, -1, -13, -1, -3, 1, i, -0.9
5: CSc1ccccc1NC(=O)C1(C)CCN1C(=O)Cc1ccc(Cl)cc1Cl (stereo not given)
    19, 7, 1, 7, 0, 0, -1, i, 0.3
6: CC1CCCCN1C(=O)CSc1nnc(-c2ccco2)n1C (stereo not given)
    1, 5, 0, -2, 26*, -2, 14, i, 0.7
7: O=C(CCNc1cccc(C(F)(F)F)c1)c1ccco1
    -5, 11, -1, 6, -3, 2, -2, i, 0.0
8: CSc1ccc(CC(=O)N2CCC(n3nccc3NC(=O)C3CC3)CC2)cc1
    5, 5, 0, -2, -1, -17, 7, i, 0.3
9: CN1C(=O)N(CC(=O)N2CCN(S(=O)(=O)Cc3ccccc3)CC2)C(=O)C12CCCCC2
    2, -4, -2, -4, -3, -8, -25, i, 1.9
10: O=C(CSc1nncn1-c1ccccc1)NC1CCCCC1
    0, 8, -1, -3, -2, 12, 13, i, -0.5
11: Cc1cccc(-c2cnc(C(O)Cc3ccccc3)[nH]2)c1 (stereo not given)
    3, -3, -1, -2, -4, 3, -9, i, 2.0
12: O=C(c1ccco1)N1CCN(C(=O)C2CC(c3ccc(F)cc3)=NO2)CC1 (stereo not given)
    2, -5, -3, -4, -7, -4, 5, i, 0.4
13: Cc1nc2nc(NC(=O)c3ccco3)nn2c(C)c1Cl
    0, -2, 1, -4, -4, 2, -6, i, 0.7
14: O=S(=O)(c1ccc(-c2csc(=Nc3ccccc3)n2CCCN2CCOCC2)cc1)N1CCOCC1
    -2, -2, -2, -7, 0, 5, -2, i, 0.6
15: C/C(=N\NC(=O)c1c(Cl)cnn1C)c1cccc(NC(=O)COc2ccccc2)c1
    2, 3, 4, -1, -6, -7, 5, i, 0.1
16: CN1C(=O)C(CC(N)=O)N(NC(=O)c2ccc(Cl)cc2)C1=S (stereo not given)
    0, -3, -6, -8, -12, -1, 6, i, -1.0
17: CCc1cccc(C)c1NC(=O)CO/N=C(\N)CC(=O)NC1CCCCC1
    -13, -6, 2, -16, 0, 1, -28, i, 0.0
18: COc1cc(/C=C/C(=O)OCC(=O)Nc2cc(S(=O)(=O)N3CCCCC3)ccc2C)ccc1O
    6, 9, -4, 8, -3, 16, 17, i, 3.4
19: COc1cc(NC(=O)c2ccc(Cl)cc2Cl)ccc1-c1cc2ccccc2oc1=O
    13, -6, -2, -9, 0, -8, 8, i, 0.4
20: COc1ccc(CCNC(=O)CN(c2cc([N+](=O)[O-])ccc2OC)S(C)(=O)=O)cc1
    -3, -4, 0, -1, -4, -3, 9, i, 1.5
21: Cc1nc(CN2CCN(C(=O)c3ccc(C(C)(C)C)cc3)CC2)cs1
    1, -3, 2, -4, -10, -3, 7, i, -0.3
22: Clc1ccc(-c2nc3ccccn3c2CN2CCSCC2)cc1
    -2, 0, -1, 16, -4, 10, 0, i, -0.6
23: CCO/C(C)=N/Oc1cccc(N(C)C)c1
    2, -3, 1, -8, -2, 4, 17, i, -2.1
24: C=CCNc1nc(-c2ccc(OC)cc2OC)cs1
    4, -1, -2, -2, 2, 2, 15, i, 0.5
25: CCOC(=O)c1cc2c(=O)n3ccccc3nc2n(CCOC)c1=NC(=O)C(C)(C)C
    3, -1, -3, 3, 8.2*, 6, 4, i, 0.0
26: COc1cccc(Cn2cnc(-c3ccccc3OC)c2-c2cccnc2)c1
    -4, 1, ., -6, -10, -4, ., ., 1.3
27: COc1cc(CNc2ccccc2SC)cc(OC)c1OC
    12, 2, 1, 7, -8, 1, 14, i, -0.4
28: CCN1CCN(C(c2cccs2)C(C)NC(=O)c2c(F)cccc2F)CC1 (stereo not given)
    -2, -1, -6, -14, -11, 1, -6, i, 0.2
29: CCOc1ccc(Cn2c(=O)oc3ccccc32)cc1
    2, 2, 2, 8, -3, -11, -8, i, 1.2
30: C/C(=C\c1ccccc1)CN1CCN(c2ccccc2)CC1
    -5, -3, 0, 11, 0, 9, -7, i, 1.5

Part of the list above, with one line to a screen:
(24) C=CCNc1nc(-c2ccc(OC)cc2OC)cs1
(25) CCOC(=O)c1cc2c(=O)n3ccccc3nc2n(CCOC)c1=NC(=O)C(C)(C)C
(26) COc1cccc(Cn2cnc(-c3ccccc3OC)c2-c2cccnc2)c1

| entry no. | 24 | 25 | 26 |
| --- | --- | --- | --- |
| MT1-MMP act inh | 4 | 3 | -4 |
| CSN deneddyl inh | -1 | -1 | 1 |
| Rin1 Abl inh | -2 | -3 | . |
| FAS TE block | -2 | 3 | -6 |
| bovine MsrA act | 2 | 8.2* | -10 |
| eLon inh | 2 | 6 | -4 |
| PABP1 MLLE inh | 15 | 4 | . |
| Rpn11 block | i | i | . |
| MsrA inh | 0.5 | 0.0 | 1.3 |

(list continues)
Screens in order – MT1-MMP act inh, CSN deneddyl inh, Rin1 Abl inh, FAS TE block, bovine MsrA act, eLon inh, PABP1 MLLE inh, Rpn11 block, MsrA inh
31: CCN(c1ccccc1)S(=O)(=O)c1ccc(C(=O)N(C)Cc2cccs2)cc1
    0, 2, 4, 22, -1, -1, 2, i, 0.0
32: c1ccn2cc(-c3ccc4c(c3)OCO4)cc2c1
    1, 2, -6, 2, -5, -3, -10, i, 1.0
33: COc1ccc(S(=O)(=O)Nc2ncccc2C)c2ccccc12
    1, 18, 3, 0, -3, -3, 4, i, 2.0
34: O=C(CCN1C(=O)C2C3C=CC(C3)C2C1=O)NCCc1ccccc1 (stereo not given)
    4, -1, 0, -4, -4, -2, 0, i, -0.9
35: CCOC(=O)C1(CCOC)CCN(C(=O)Cc2ccsc2)CC1
    2, 0, 0, -2, -5, 0, 1, i, 0.4
36: Cc1ccc2c(c1)N(C(=O)CCC(=O)NCc1ccccn1)CC(C)O2 (stereo not given)
    0, 2, -2, -5, -4, -3, 2, i, 0.8
37: COC(=O)c1ccc(S(=O)(=O)NCc2ccc(S(N)(=O)=O)cc2)o1
    0, -2, 0, -7, 0, -5, -1, i, 0.8
38: O=C(c1cc2ccccc2o1)N1CCN(CCOc2ccccc2)CC1
    3, 2, -1, 2, 1, -16, -4, i, -0.5
39: COCc1cc(C)nc(SCC[N+](C)(C)CC(=O)Nc2cccc(C(F)(F)F)c2)c1C#N
    -3, -3, 1, 33, 2, -18, 1, i, -2.4
40: Cc1ccc(-c2noc(Cn3nc(C(=O)O)c4ccccc4c3=O)n2)cc1
    3, 2, -2, 10, -3, 13, 0, i, 1.1
41: N#Cc1c(-c2ccc(Cl)cc2)ccnc1N1CCOCC1
    -5, 1, 6, 7, -7, -8, 9, i, -0.7
42: O=C(COc1ccc(NC(=O)c2cccs2)cc1)c1ccc(F)cc1
    3, 1, -2, -2, -4, -10, -1, i, 1.2
43: COc1ccc(NC(=O)C2CCCO2)c(OC)c1 (stereo not given)
    0, 0, 1, -5, -3, -2, 0, i, -0.5
44: CC(=O)Nc1ccc(C(=O)OCC(=O)Nc2ccc(N3CCOCC3)cc2)cc1
    -1, 9, -1, 1, -2, -2, 8, i, 0.9
45: Fc1ccccc1Cc1noc(CN(Cc2ccccn2)CC2CCCO2)n1 (stereo not given)
    3, -8, 0, -6, -3, -9, -48, i, 0.0
46: CCOC(=O)[C@]12CCC=C1N(Cc1ccccc1)C(=O)[C@H](CC(=O)NCc1cccs1)C2
    0, -4, ., -2, 0, 0, ., ., 0.3
47: CC(Oc1cc2oc(=O)c3c(c2cc1Cl)CCC3)C(=O)N1C[C@H]2C[C@@H](C1)c1cccc(=O)n1C2 (stereo not given in full)
    -4, -2, 1, -5, -5, 11, 8, i, 1.6
48: COC(=O)c1ccc(Cn2nnc3ccccc32)cc1
    3, 103, 2, -5, 1, -5, -8, i, -0.2
49: O=C(NC1CCN(Cc2ccccc2)CC1)c1cncc(Br)c1
    0, -1, -1, 0, -3, -3, 15, i, 1.2
50: CCOC(=O)CN(C)Cc1cn(C)nc1-c1ccc(Oc2ccccc2)cc1
    -6, 0, 1, 8, -2, -4, -4, i, -0.5
51: COc1ccc(-c2nnc(NC(=O)CS(=O)(=O)c3ccc(Cl)cc3)o2)c(OC)c1
    2, -2, 0, -2, -1, -15, 9, i, 0.8
52: CCN(CC)CCN1C(=O)C(=O)/C(=C(/O)c2ccc(S(=O)(=O)N3CCOCC3)cc2)C1c1ccc(C(C)C)cc1 (stereo not given)
    -3, 1, 4, -2, -2, 7, 2, i, 2.7
53: O=C(CSC1=NCCS1)N1CCN(c2ccccc2)CC1
    3, -1, 3, -2, -10, 0, 17, i, -1.0
54: CC(=O)N1CC(C)Sc2ccc(S(=O)(=O)NC3CCCCC3)cc21 (stereo not given)
    0, 5, -3, -5, -1, -5, 4, i, -0.3
55: COCCn1c(SCC(=O)Nc2ccc3c(c2)OCCO3)nnc1-c1c[nH]c2ccccc12
    -5, -1, -2, -3, -4, -7, -12, i, -0.7
56: CCNC(=O)Cn1c(=O)c(=O)n(Cc2ccccc2)c2ccc(Cl)cc21
    1, -6, 1, -8, -2, 0, -15, i, -1.0
57: Oc1ccccc1Nc1nc(NCc2ccco2)c2ccccc2n1
    3, 3, 3, 15, 1, 15, 1, i, 1.1
58: CCOc1cc(CN2CCN(S(=O)(=O)Cc3ccccc3)CC2)ccc1OC
    5, 0, -3, 0, -3, 0, 11, i, 0.4
59: Cc1ccccc1OS(=O)(=O)c1cccc([N+](=O)[O-])c1
    0, 0, -4, 15, 0, -11, -11, i, 0.5
60: COc1cc(CNc2ccc3[nH]c(=O)[nH]c3c2)ccc1OCc1ccccc1F
    -1, 1, 0, 0, -6, -18, -2, i, 0.0
61: Cc1nc(Nc2ccccc2)sc1C
    3, 0, 2, -5, -2, -5, -102, i, -0.4
62: COc1ccc(N2CCN(C(=O)CN(c3ccc(Br)cc3)S(C)(=O)=O)CC2)cc1
    5, 1, 1, 3, 0, 9, -6, i, -0.4
63: OCCC1CCCCN1CC(O)COCc1ccc(Cl)cc1 (stereo not given)
    -2, -8, 4, -1, -2, 6, 0, i, -0.4

Source: PubChem (several laboratories)

Compounds were not picked by outcome; overall some 3.7% were active at least once.
